Assay outcomes as filed in PubChem.
Pol kappa inh: qHTS for Inhibitors of Polymerase Kappa. DNA polymerase kappa (Homo sapiens), Q9UBT6. AID 588579, 2011. Potency, µM (doses to about 107 µM), inactives show at the highest dose activity, negative = inhibition, most hits filed as inhibitors. purified Pol kappa, fluorescent DNA synthesis assay, 10 min. hit rate 0.53% among 400,000; further: on the % scale 0 is the no-effect control and ±100 the full control effect
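Fluorescent qHTS in 1536-well format: enzyme (10 nM) and compound sat 15 min at room temperature before 50 nM substrate (final) was added. Signal taken at 0 and 10 min; no-enzyme buffer wells were negative controls.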
BAZ2B block: qHTS Assay for Inhibitors of BAZ2B; hit rate 4.4% among 360,000; Potency, µM (top dose mostly 114 µM), inactives show at the top dose activity change, negative = inhibition, most hits filed as inhibitors; AlphaScreen BAZ2B-H3K14Ac peptide displacement; Bromodomain adjacent to zinc finger domain protein 2B (Homo sapiens), Q9UIF8; further: on the % scale 0 is the no-effect control and ±100 the full control effect; nearly all actives have a fitted effect of over 60% in size
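BAZ2B (50 nM) with biotin-H3(5-23)K14Ac peptide (50 nM) in PBS pH 7.4, 0.01% Tween-20, preformed 30 min, then compound 30 min at room temperature; top concentration 110uM. AlphaScreen streptavidin donor/nickel chelate acceptor beads (10 ug/mL final), 20 min dark, signal read.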
JMJD2A Tudor: qHTS Assay for Inhibitors of JMJD2A-Tudor Domain; AlphaScreen JMJD2A-Tudor / H3K4me3 peptide binding; Potency, µM (highest dose often 114 µM), without a hit: top-dose activity change, negative = inhibition, actives largely listed as inhibitors; hit rate 4.4% among 390,000; Lysine-specific demethylase 4A (Homo sapiens), O75164; AID 504339, 2011; further: on the % scale 0 is the no-effect control and ±100 the full control effect; nearly all actives have a fitted effect of over 50% in size
APE1 inh: qHTS Assay for Inhibitors of the Human Apurinic/apyrimidinic Endonuclease 1 (APE1) | Potency, µM (doses to about 65.8 µM), without a hit: top-dose activity change, negative = inhibition, most hits filed as inhibitors | recombinant APE1, TAMRA/BHQ-2 abasic DNA cleavage fluorescence | hit rate 0.35% among 350,000;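 further: plate controls were vehicle for no effect and reference inhibitor for full effect; nearly all actives have a fitted effect of over 55% in size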
Target sequence (P27695 whole entry, looked up): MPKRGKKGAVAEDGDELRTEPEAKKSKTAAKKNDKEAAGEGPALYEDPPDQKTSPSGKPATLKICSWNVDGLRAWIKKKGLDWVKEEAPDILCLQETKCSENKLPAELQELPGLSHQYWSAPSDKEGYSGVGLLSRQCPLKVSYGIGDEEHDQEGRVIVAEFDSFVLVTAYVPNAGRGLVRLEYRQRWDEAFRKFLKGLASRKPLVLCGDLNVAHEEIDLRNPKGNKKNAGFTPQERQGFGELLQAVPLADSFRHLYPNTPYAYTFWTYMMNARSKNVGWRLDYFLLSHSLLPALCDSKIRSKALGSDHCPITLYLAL
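Substrate: short duplex with […] THF abasic site, 5'-TAMRA and 3'-BHQ-2, 50 nM final. APE1 at 0.75 nM, preincubated 15 min RT with compound. Fluorescence increase from first to third read measured activity.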
Pol beta inh: qHTS Assay for Inhibitors of DNA Polymerase Beta; P06746; Pol beta primer extension/strand displacement, fluorescence kinetic; Potency, µM (series often up to 114 µM), inactives show top-dose activity change, negative = inhibition, actives largely listed as inhibitors; hit rate 1.3% among 340,000; further: on the % scale 0 is the no-effect control and ±100 the full control effect
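Enzyme-only controls used 10 nM Pol beta; buffer lacking enzyme served as negative control. Compound preincubated 15 min, then 50 nM substrate added; 0 and 10 min reads at room temperature.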
G9a inh: qHTS Assay for Inhibitors of Histone Lysine Methyltransferase G9a; AID 504332, 2011; Potency, µM (top dose mostly 102 µM), without a hit: top-dose activity, negative = inhibition, hits mostly inhibitors; hit rate 8.8% among 350,000; Histone-lysine N-methyltransferase EHMT2 (Homo sapiens), Q96KQ7; G9a H3K9 monomethylation, AlphaScreen, 2 h; further: on the % scale 0 is the no-effect control and ±100 the full control effect; nearly all actives have a fitted effect of over 75% in size
Target sequence (Q96KQ7 913-1193 limits assumed): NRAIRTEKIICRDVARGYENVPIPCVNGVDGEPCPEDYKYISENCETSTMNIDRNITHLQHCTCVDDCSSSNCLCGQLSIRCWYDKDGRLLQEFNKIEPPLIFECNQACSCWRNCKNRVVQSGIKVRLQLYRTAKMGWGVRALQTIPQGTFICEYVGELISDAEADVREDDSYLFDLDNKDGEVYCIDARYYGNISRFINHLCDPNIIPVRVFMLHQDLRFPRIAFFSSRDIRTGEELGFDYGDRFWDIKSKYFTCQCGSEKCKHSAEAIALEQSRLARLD
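G9a (20 nM) preincubated 15 min RT with compounds, then 500 nM biotinylated H3K9 peptide and 20 uM SAM added; 2 h RT reaction. Monomethyl-H3K9 product detected by AlphaScreen with anti-H3K9me1 antibody, streptavidin donor and anti-rabbit IgG acceptor beads.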
BLM helicase inh: qHTS Assay for Inhibitors of Bloom's syndrome helicase (BLM); RecQ-like DNA helicase BLM (Homo sapiens), P54132; recombinant BLM DNA unwinding, fluorescence dequenching; Potency, µM (doses to about 56.1 µM), without a hit: at the highest dose activity change, negative = inhibition, actives largely listed as inhibitors; hit rate 0.2% among 350,000; AID 2528, 2010;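 further: plate controls were vehicle for no effect and no enzyme for full effect; nearly all actives have a fitted effect of over 35% in size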
POLH inh: qHTS for Inhibitors of Polymerase Eta; Potency, µM (titrated, usually from 114 µM), for the others: at the top dose activity change, negative = inhibition, actives largely listed as inhibitors; hit rate 1.2% among 390,000; recombinant Pol eta, fluorescent DNA replication assay; further: on the % scale 0 is the no-effect control and ±100 the full control effect
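Pol eta at 10 nM preincubated with compounds 15 min at room temperature; reaction started with fluorescent substrate (50 nM final) and read kinetically at 0 and 10 min.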
Pol iota inh: qHTS for Inhibitors of Polymerase Iota | DNA polymerase iota (Homo sapiens), Q9UNA4 | hit rate 1% among 390,000 | Pol iota fluorescent replication assay, 10 min | Potency, µM (series often up to 115 µM), without a hit: top-dose activity, negative = inhibition, hits mostly inhibitors
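Pol iota at 10 nM preincubated 15 min with compounds at room temperature; reaction started with fluorescent substrate, 50 nM final. Fluorescence read kinetically at 0 and 10 min; buffer-only wells as negative control.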
* = called active by the depositor; ? = inconclusive; / = no result given; [ ] = another dose, or the depositor's remark. The call rests on the fitted dose curve; in most records, active means well fitted curve in the direction sought with a large enough effect; inconclusive means small, poorly fitted or top-dose-only effect, or another doubt; inactive means no such curve, though single readings can be large; an effect the other way counts as inactive or inconclusive. Potency means the concentration at half of the fitted maximal effect.

No.	Compound	Pol kappa inh	BAZ2B block	JMJD2A Tudor	APE1 inh	Pol beta inh	G9a inh	BLM helicase inh	POLH inh	Pol iota inh
1	CCc1ccc(CN2CCC(C(=O)Nc3ccc(Oc4ccccc4)nc3)CC2)o1	4%	5%	-21%	70%[activator]	-1%	?	-2%	-13%	46%[activator]
2	O=C(CCC(=O)Nc1ccccc1)NNC(=O)CCc1ccccc1	-13%	-9%	-1%	-2%	0%	-36%	-3%	-5%	10%
3	C/C(=N\Nc1ccc(S(=O)(=O)Nc2ccccc2)cc1[N+](=O)[O-])c1ccc(N2CCOCC2)cc1	-3%	?	?	0%	2%	?	0%	-6%	?
4	c1ccc(-c2nc(-c3ccc(-c4ccon4)s3)no2)cc1	-13%	0%	-4%	-3%	0%	?	-6%	5%	143%[activator]
5	O=C(O)CSC12CC3CC(C1)CC(C(=O)O)(C3)C2	-3%	18%	-8%	-10%	2%	17%[59 µM]	-4%	-11%	10%
6	CNc1oc(-c2ccccc2Cl)nc1C#N	-17%	-11%	-28%	3%	-1%	?	-3%	-12%	-9%
7	O=C(CCSCCC(=O)NN=Cc1ccccc1O)NN=Cc1ccccc1O	-24%	/	-26%	/	/	/	/	-7%	-13%
8	COC(=O)c1cnn(C(=O)c2cc(OC)ccc2Br)c1N	-9%	10%	-8%	0%	28%	52%[activator][12.7 µM]	2%	-8%	5%
9	COc1cc(-c2nc(-c3ccc4c(c3)-c3ccccc3S4(=O)=O)c(-c3ccccc3)[nH]2)cc(OC)c1OC	8%	-2%	-28%	-9%	-2%	45µM*	-6%	-6%	-11%
10	COc1ccc(S(=O)(=O)Nc2cc(SCC(=O)O)c(O)c3ccccc23)cc1	-17%	40µM*	20µM*	26%	?	2µM*	-21%	7.9µM*	4µM*
11	CC1CCCC(C)N1NC(=S)Nc1ccc(OC(F)F)cc1 (stereo not given)	-5%	18%	-19%	5%	34%	5%[59 µM]	-2%	-12%	27%
12	O=C(/C=C/c1ccco1)NCC1COc2ccccc2O1 (stereo not given)	-12%	?	-17%	2%	-3%	?	3%	-26%	?
13	O=C(COc1coc(CN2CCCc3ccccc32)cc1=O)Nc1cccc([N+](=O)[O-])c1	-8%	-3%	-3%	0%	/	9%[0.501 µM]	/	-9%	16%
14	O=C(Nc1ccc(S(=O)(=O)N2CCCC2)cc1)c1ccc([N+](=O)[O-])o1	-4%	/	-20%	20%	/	/	/	-16%	-7%
15	CCOC(=O)c1ccc(N=C2SC(C(=O)NC)CC(=O)N2CCc2ccccc2)cc1 (stereo not given)	-8%	0%	-10%	-7%	3%	12%[59 µM]	-6%	-4%	116%[activator]
16	O=c1[nH]c(/C=C\c2cccnc2)c([N+](=O)[O-])c(=O)[nH]1	-2%	-1%	-72%	22%	-8%	-26%	6%	-5%	22%
17	CCCCNC(=O)c1ccc2c(c1)ncn2-c1cc(OC)ccc1OC	0%[60.1 µM]	-25%	-13%	/	6%	?	0%	2%	-19%
18	CCc1ccc2oc(=O)cc(CN3CCOCC3)c2c1	-4%	-9%	2%	3%	6%	11%[12.7 µM]	-2%	2%	4%
19	CCN(CC)c1ccc(/C=N/NC(=O)c2cnccn2)c(O)c1	-5%	-8%	-20%	18%	13%	/	-10%	-10%	11%
20	Cc1ccc(NS(=O)(=O)c2ccc3c(c2)NC(=O)CC(=O)N3)cc1C	-1%	-10%	-18%	0%	2%	0%	2%	-18%	34%[activator]
21	COc1cccc(C2CC(c3ccccc3C)n3nc(N)nc3N2)c1 (stereo not given)	-5%	-1%	-16%	0%	-5%	-1%[59 µM]	-1%	?	34%[activator]
22	CCC1CCCCN1C(=O)NC(=O)c1ccccc1 (stereo not given)	6%	-18%	-3%	21%	21%	35%	1%	-16%	6%
23	CN(C)C(=O)CCc1ccc2c3c([nH]c2c1)[C@]1(C)[C@@H](C(=O)N2CCCCC2)C[C@H](CC(=O)NCCc2ccccn2)C(=O)N1CC3	3%	/	-8%	21%	/	/	/	-4%	5%
24	COc1ccc(C2CC(=O)Nc3c2c(=O)[nH]c2nc4ccccc4n32)cc1OC (stereo not given)	6%	-19%	-35%	/	19%	21%[59 µM]	-2%	-3%	9%
25	N#Cc1c(N2CCCC(O)C2)nc(N)c2c(N)nc3c(c12)CC(=O)N3C12CC3CC(CC(C3)C1)C2 (stereo not given)	-33%	?	56µM*	?	-16%	?	-5%	-7%	?

One compound at a time, as listed above. Screens in order: Pol kappa inh, BAZ2B block, JMJD2A Tudor, APE1 inh, Pol beta inh, G9a inh, BLM helicase inh, POLH inh, Pol iota inh
Record of `O=C(O)CSC12CC3CC(C1)CC(C(=O)O)(C3)C2` = -3%, 18%, -8%, -10%, 2%, 17%[59 µM], -4%, -11%, 10%
Record of `COc1cccc(C2CC(c3ccccc3C)n3nc(N)nc3N2)c1` (stereo not given) = -5%, -1%, -16%, 0%, -5%, -1%[59 µM], -1%, ?, 34%[activator]
Record of `CCOC(=O)c1ccc(N=C2SC(C(=O)NC)CC(=O)N2CCc2ccccc2)cc1` (stereo not given) = -8%, 0%, -10%, -7%, 3%, 12%[59 µM], -6%, -4%, 116%[activator]

Next section.
No.	Compound	Pol kappa inh	BAZ2B block	JMJD2A Tudor	APE1 inh	Pol beta inh	G9a inh	BLM helicase inh	POLH inh	Pol iota inh
26	C=CCNc1nc(C(=O)OCC(=O)c2ccc(C)c([N+](=O)[O-])c2)cs1	-9%	50µM*	-24%	25%	0%	13%	-7%	-19%	?
27	CCOC(=O)C1CCCN(c2c(C(=O)c3ccc(C)cc3)cnc3ccc(OCC)cc23)C1 (stereo not given)	5%	50µM*	35µM*	/	16%	1.4µM*	-11%	-15%	-12%
28	O=C1CCC2(CC1)NC(=O)N(c1ccccc1)N2	-4%	-11%	-6%[11.4 µM]	-1%	35%	7.1µM*	0%	-5%	16%
29	CC(=O)Nc1ccc(OC(=O)c2cccs2)cc1	-10%	6%	-16%	-1%	0%	-14%[59 µM]	-2%	-3%	-3%
30	CCCN(CC(=O)Nc1ccccc1C)C(=O)c1ccc(=O)n(Cc2ccccc2)n1	-4%	-1%	-17%	43%	/	-49%	/	-2%	17%
31	Cc1ccc(C)c(Cn2nnc3c(=O)[nH]c(C4CCCN(C(=O)C5CCCCC5)C4)nc32)c1 (stereo not given)	-10%	?	-23%	0%	5%	-37%[12.7 µM]	-9%	-10%	0%
32	CCN(CC(=O)Nc1c(F)cccc1F)C(=O)c1cc2c(cc1Cl)N1CCCCCC1=NS2(=O)=O	-4%	9%	-12%	1%	/	-3%	/	-16%	5%
33	COC(=O)C1=C(C)NC(=O)CC1c1ccc(F)c(Br)c1 (stereo not given)	-6%	4%	-3%	-5%	0%	13%[12.7 µM]	-1%	-6%	5%
34	CCC1(CC)Cc2ccccc2-c2nc(NCCO)[nH]c(=O)c21	-11%	10%	-14%	-4%	1%	20%[59 µM]	-3%	-13%	-5%
35	C=CCOc1ccc(/C=C/C(=O)OCC(=O)NCC2CCCCC2)cc1	3%	3%	0%	19%	/	1%[0.501 µM]	/	-18%	-11%
36	c1coc(CNc2c3c(nc4ccccc24)CCC3)c1	-16%	-37%	?	-2%	1%	-39%[59 µM]	3%	5%	?
37	CCc1c(C)sc2c1CCN(Cc1cccc(F)c1)C2c1ccccc1 (stereo not given)	-3%[60.1 µM]	?	?	/	28%	-50%[59 µM]	1%	-20%	10%
38	COc1ccc(N2CCCC2)c(NC(=O)c2ccc(Br)o2)c1	-5%	?	50µM*	46%[activator][12.4 µM]	-29%	8.9µM*	-6%	-24%	75%[activator]
39	Clc1cccc(Cl)c1-c1noc(-c2ccno2)n1	5%	-3%	14%	12%	30%	/	-5%	-7%	7%
40	O=C(Nc1ccc(Cl)cc1)NC1CCCc2ccccc21 (stereo not given)	-12%	3%	-2%	-2%	17%	/	-1%	-9%	4%
41	CCCCCCCCCCCCOC(=O)C[N+](C)(C)C	-4%	14%	-6%	-7%	14%	12%	-1%	2%	38%[activator]
42	Cc1[nH]c2ccc(F)cc2c1CCNC(=O)c1cc2cc(Cl)ccc2oc1=O	-8%	-30%	-36%	/	-22%	5%[59 µM]	-5%	2%	8%
43	Cc1ccc(S(=O)(=O)N2CCCCC2)cc1NC(=O)Cn1c(=O)cnc2ccccc21	0%	-22%	-8%	-1%	-27%	-24%	-4%	-5%	65%[activator]
44	Cc1ccccc1NC(=O)CSc1nnc(Cc2ccccc2)c(=O)n1N	-17%	20%	1%	-12%	/	-7%	/	-4%	3%
45	Cc1ccc(OCC(=O)N(Cc2ccc(Cl)cc2)Cc2ccco2)cc1C	-17%	31%	6%	/	-25%	56%[activator][59 µM]	-7%	/	-4%
46	c1cnc(N2CCN(c3cnccn3)CC2)nc1	-12%	-6%	-15%	4%	-15%	4%	-4%	-16%	77%[activator]
47	COc1cccc(C(=O)Nc2ccccc2-c2ccccc2)c1	-7%	15%	20%	-4%	/	-13%[12.7 µM]	/	-14%	7%
48	CC(=O)c1ccc(NC(=O)OCCN2CCN(Cc3ccccc3)CCC2=O)cc1	0%[60.1 µM]	/	/	1%	/	15%[59 µM]	4%[75.6 µM]	/	/
49	COC(=O)CC1C(=O)NCCN1C(=O)c1ccc(Cl)cc1 (stereo not given)	-12%	11%	-1%	-8%	20%	5%	-8%	3%	14%
50	COc1ccccc1OCC(=O)NCC1CCCN(C(=O)c2ccccc2SC)C1 (stereo not given)	2%	-4%	?	12%	1%	18%	3%	-25%	23%
51	Fc1ccc2nc(N3CCOCC3)sc2c1	-1%	/	4%	-6%	17%	-39%	1%	-5%	59%[activator]
52	CC(C)(C)C(=O)Nc1cccc(-c2cc(-c3c(Cl)cccc3Cl)no2)c1	3%	0%	7%	-7%	-1%	/	-10%	-7%	30%
53	CCN(CC)CCCN1C(=O)C(=O)/C(=C(/O)c2c(C)nc3ccccn23)C1c1ccc(C)o1 (stereo not given)	-1%	/	5%	/	/	/	/	-19%	10%

The list is partial, so the mix of outcomes need not match the whole.
